High-throughput results from PubChem BioAssay.
HDAC3 inhib: blocks human histone deacetylase 3; O15379; recombinant HDAC3, fluorogenic peptide/trypsin coupled, fluorescence; inhibition, % at 8.3 µM; actives 0.15% (n = 320,000); in the data active = inhibition above about 26%, passing the limit was not always enough; inconclusive = no clear call, values can overlap the other calls
TRPC4 act: TRPC4 (mouse) channel activation. actives 0.49% (n = 310,000). HEK293 TRPC4beta/mu-opioid, Fluo4 calcium fluorescence; hits give high values. B-score at 10 µM. Q9QUQ5. AID 2237;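 active = B-score above 5 SD of library B-scores, and initial fluorescence ratio not above library mean plus 5 SD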;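 also: positive B-score marks a calcium rise read as TRPC4 activation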
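Assay system: HEK293 cells stably co-expressing mouse TRPC4beta and mu-opioid receptor / Timing: Fluo4 dye loading 45 min at room temperature, 110 s recording / Signal: Fluo4 calcium-sensitive dye fluorescence, kinetic, 1 Hz baseline / Read-out: integrated baseline-normalised fluorescence ratio, converted to per-well B score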
KCNK9 inh: human KCNK9 channel inhibition | HEK293 KCNK9, FluxOR thallium flux fluorescence; hits give low values | B-score at 10 µM | actives 1.2% (n = 310,000) | AID 488922;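 active = ratio B-score over 3 SD below the library mean, with starting fluorescence within 5 SD of its mean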;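 also: negative B-score means less thallium flux so channel inhibition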
Target sequence (Q9NPC2 whole entry, looked up): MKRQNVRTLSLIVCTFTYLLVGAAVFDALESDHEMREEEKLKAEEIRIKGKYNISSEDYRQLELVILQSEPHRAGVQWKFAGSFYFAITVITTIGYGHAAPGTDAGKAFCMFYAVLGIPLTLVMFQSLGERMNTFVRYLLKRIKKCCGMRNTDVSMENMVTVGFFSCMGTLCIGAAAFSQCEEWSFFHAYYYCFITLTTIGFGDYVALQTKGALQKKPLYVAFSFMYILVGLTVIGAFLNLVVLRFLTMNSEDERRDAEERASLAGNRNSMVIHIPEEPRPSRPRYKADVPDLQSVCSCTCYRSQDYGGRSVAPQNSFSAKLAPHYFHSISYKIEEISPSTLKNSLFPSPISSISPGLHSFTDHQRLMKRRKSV
TMEM16A inh: mouse TMEM16A channel inhibition, primary screen; HEK293 TMEM16A/YFP iodide influx fluorescence, ionomycin; Q8BHY3; actives 1.2% (n = 310,000); normalized B-score (activity score, 25-100; higher = stronger inhibition) at 10 µM;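 active = ratio plate-corrected score three or more library SD toward inhibition, starting fluorescence score within five deviations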;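 also: score derived from kinetic fluorescence span divided by baseline fluorescence per well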
Dyrk1A ADPGlo: Dyrk1A (rat) kinase inhibition; Q63470; ADP-Glo luminescence, NFATc1 peptide; inhibition, % at 12.5 µM; actives 0.43% (n = 310,000); AID 504441; in the data active = inhibition above about 50%;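 also: plate controls were vehicle with enzyme for no effect and no enzyme for full effect; many of its hits are not listed in these tables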
TRPC4 PAM: allosterically enhances the mouse TRPC4 cation channel | B-score at 10 µM | HEK293 TRPC4beta/mu-opioid, DAMGO EC20, Fluo-4 Ca2+ flux; hits give high values | actives 0.42% (n = 310,000) | AID 2227;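 active = B-score of calcium response area above 5 SD of library B-scores, with initial fluorescence ratio within 5 SD of library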;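 also: B-score of integrated fluorescence ratio over time as area under calcium response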
KCNK3 inh: human KCNK3 channel inhibition, primary screen. O14649. CHO-KCNK3 thallium flux, FluxOR fluorescence; hits give low values. B-score at 10 µM. actives 0.84% (n = 340,000). AID 602410;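 active = B-score under library mean minus 4 SD, starting fluorescence ratio at most library mean plus 5 SD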;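 also: more negative B-score means stronger inhibition of thallium flux through KCNK3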
hERG protect: hERG (human) protection from proarrhythmic block. activation (rescue from dofetilide block), less the hit threshold, % at 10 µM. AID 1511. actives 0.51% (n = 310,000). CHO-hERG, FluxOR thallium flux, dofetilide IC70 present;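 active = activation above the mean of controls blocked by dofetilide plus 5 SD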;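 also: thallium influx through hERG after potassium depolarization seen as dye fluorescence rise; in these data hits start at about 4.7%; inactives centre near -7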
KCNQ1 block: blocks the human KCNQ1 potassium channel; P51787; actives 1.3% (n = 310,000); CHO-K1 KCNQ1, FluxOR thallium flux fluorescence; hits give high values; B-score at 10 µM;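 active = compounds whose thallium flux B-score, printed positive for inhibition, exceeds three library SD while starting fluorescence stays within three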;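 also: channel opened by potassium depolarization with thallium stimulus after 20 min compound exposure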
Target sequence (P51787 whole entry, looked up): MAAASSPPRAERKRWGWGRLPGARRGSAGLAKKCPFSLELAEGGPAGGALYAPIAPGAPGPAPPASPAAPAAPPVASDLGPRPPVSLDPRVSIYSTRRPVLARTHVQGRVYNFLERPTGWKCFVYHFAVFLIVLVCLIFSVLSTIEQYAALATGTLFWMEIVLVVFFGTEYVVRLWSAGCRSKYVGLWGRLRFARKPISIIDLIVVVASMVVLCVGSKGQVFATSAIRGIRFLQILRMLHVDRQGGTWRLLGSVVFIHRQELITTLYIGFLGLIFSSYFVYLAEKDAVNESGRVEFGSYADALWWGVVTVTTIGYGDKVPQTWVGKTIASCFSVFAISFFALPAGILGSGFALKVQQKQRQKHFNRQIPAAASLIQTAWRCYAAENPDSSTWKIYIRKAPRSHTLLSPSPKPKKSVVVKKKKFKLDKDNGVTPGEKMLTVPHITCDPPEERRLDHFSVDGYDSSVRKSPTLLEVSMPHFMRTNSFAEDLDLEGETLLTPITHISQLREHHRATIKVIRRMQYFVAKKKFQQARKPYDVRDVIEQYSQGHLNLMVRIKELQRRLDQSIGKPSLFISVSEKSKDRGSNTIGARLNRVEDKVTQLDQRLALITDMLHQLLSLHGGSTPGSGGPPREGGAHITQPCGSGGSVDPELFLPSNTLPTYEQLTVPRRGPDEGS
TMEM16A act: mouse TMEM16A channel activation, primary screen; Q8BHY3; HEK293 TMEM16A/YFP-H148Q/I152L, iodide quench fluorescence; hits give low values; B-score at 10 µM; actives 0.3% (n = 340,000);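 active = fluorescence-ratio B-score plate-corrected deviation score at least 3 library SD below zero, with starting fluorescence score within 5 deviations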;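 also: channel opened by trigger with iodide after compound preincubation; score built on the fluorescence ratio of max minus min over baseline; more negative score means more quench and so TMEM16A activation or potentiation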
KCNQ1 act: potentiates or activates the human KCNQ1 potassium channel; P51787; CHO-K1 KCNQ1, thallium flux FluxOR fluorescence; hits give high values; B-score at 10 µM; actives 0.35% (n = 310,000);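 active = fluorescence ratio B-score, a plate-corrected score, at least three library SD, with initial intensity B-score within 5 SD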
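assay system = KCNQ1-transfected CHO-K1 cells | medium = assay buffer with matched DMSO | probe or stimulus = depolarizing K+/Tl+ stimulus, K2SO4 and Tl2SO4 each 12.5 mM in 5x stock | dosing = single dose | incubation = dye 90 min, compound 20 min, room temperature | detection = kinetic FluxOR fluorescence, 10 s baseline plus 110 s post-stimulus | evaluation = ratio B score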
Numbers without * were called inactive; i = inactive; ? = inconclusive; . = not tested or not shown. Not all compounds are listed, so the mix of outcomes need not match the whole.

SMILES	HDAC3 inhib	TRPC4 act	KCNK9 inh	TMEM16A inh	Dyrk1A ADPGlo	TRPC4 PAM	KCNK3 inh	hERG protect	KCNQ1 block	TMEM16A act	KCNQ1 act
Cc1cccc(NC(=O)CSCC(=O)Nc2cc(Cl)ccc2N2CCOCC2)c1	5.4	i	i	i	8.0	i	i	-23.7	i	i	i
COc1ccc(C(C)=O)cc1COC(=O)c1ccc(S(=O)(=O)N2CCOCC2)cc1	0.1	i	i	i	-2.9	i	i	-0.7	i	i	i
CCn1nnc(-c2ccccc2NC(=O)C(F)(F)F)n1	?	i	i	i	-7.4	i	i	-2.6	i	i	i
CC1Cc2cc(S(=O)(=O)NCc3ccccc3)ccc2N1C(=O)C1CCC1 (stereo not given)	-2.6	i	i	i	-5.2	i	i	-2.2	i	i	i
O=C1c2ccccc2NC(c2ccc(-c3cccc(Cl)c3)o2)N1O (stereo not given)	-9.5	i	i	i	7.9	i	i	-10.9	i	i	10*
O=C(CSc1nnnn1C1CCCCC1)NNC(=O)c1ccco1	5.3	i	i	i	-4.2	i	i	-17.1	i	i	i
CCOC(=O)C[C@H]1c2cc(F)ccc2S(=O)(=O)N1C1CCCCC1	1.7	i	i	i	4.4	i	i	-8.6	i	i	i
CCOC(=O)Nc1ccc([N+](=O)[O-])cc1C	-0.9	i	i	i	-9.0	i	i	-10.1	i	i	i
O=Cc1c(Sc2ccccc2)nc2ccccn2c1=O	3.3	i	i	i	5.7	i	i	-8.5	i	i	i
Cc1ccsc1-c1nc(CN2C[C@@H](C)O[C@@H](C)C2)c(C)o1	-3.6	i	i	i	-0.4	i	i	-6.8	i	i	i
COc1ccc(C2=NS(=O)(=O)N(C)C(C(=O)N3CCN(C)CC3)=C2)cc1	.	i	i	i	-1.0	i	i	-9.6	i	i	i
COc1ccc(CCN(C)C(=O)N2CCOCC2)cc1OC	-3.4	i	i	i	0.5	i	i	-15.1	i	i	i
CC1Cc2ccccc2N1CC(=O)NC(=O)NC1CCCC1 (stereo not given)	0.8	i	i	i	-2.0	i	i	-6.2	i	i	i
Cc1cc(C)c2c(=O)[nH]c(SCC(=O)NCCc3ccccc3)nc2n1	4.9	i	i	i	-5.3	i	i	-6.1	i	i	i
COc1ccc(CC(=O)NCCC2=CCCCC2)cc1	-1.2	i	i	i	-3.6	i	i	-10.3	i	i	i
O=C(CNC(=O)c1ccc(Cl)cc1)OCC(=O)N1CCCC1	1.7	i	i	i	.	i	i	-18.4	i	i	i
CC1(C)CC(=O)C(/C=N/c2ccccn2)=C(O)C1	1.6	i	i	i	-2.7	i	i	-4.5	i	i	i
CCOC(=O)C1=NN(c2ccc(C)cc2)CC1C(=O)OC (stereo not given)	8.2	i	i	i	2.4	i	i	-7.6	i	i	i
Cc1ccc(Cl)cc1NC(=O)COC(=O)Cn1cnc2c1c(=O)n(C)c(=O)n2C	1.5	i	i	i	.	i	i	-4.8	i	i	i
Cn1c(N)c(C(=O)Nc2c(Cl)cccc2Cl)sc1=S	.	i	i	i	3.1	i	i	-4.7	i	i	i
CCCC(=O)NC(=S)Nc1cccc(NC(=O)c2ccccc2)c1	-3.8	i	i	i	-0.4	i	i	-8.0	i	i	i
Cc1c(Nc2c3ccccc3nc3ccccc23)c(=O)n(-c2ccccc2)n1C	-7.8	i	i	i	0.3	i	i	-10.9	i	i	i
COc1ccc(N(C)C(=O)Nc2ccc3nsnc3c2)cc1	.	i	i	.	5.5	i	i	-8.2	i	i	i
CCn1c(SCc2ccc(F)cc2)nc2c(c1=O)SCC2	-1.5	i	i	i	.	i	i	-5.1	i	i	i
O=C(NCCCCCCCCCNC(=O)C(F)(F)F)C(F)(F)F	4.2	i	i	i	1.2	i	i	-10.9	i	i	i
Cc1oc(-c2ccccc2Cl)nc1CS(=O)CC(=O)N1CCN(c2ccccc2)CC1 (stereo not given)	-2.0	i	i	i	.	i	i	-15.8	i	i	i
O=C(CCSCCC(=O)Nc1c(F)c(F)c(F)c(F)c1F)Nc1c(F)c(F)c(F)c(F)c1F	6.2	i	i	i	-14.0	i	i	-6.7	i	i	i
Cc1cccc(NC(=O)CCNS(=O)(=O)c2ccc3[nH]c(=O)oc3c2)c1	0.6	i	i	i	4.8	i	i	-6.7	i	i	i
CCCc1cc(C(=O)Nc2ccc(C)cc2)no1	-0.4	i	i	i	0.0	i	i	-11.4	i	i	i
Cc1ccc(Cc2c(C)nc3nc(SCC(=O)NCCCN4CCCCCC4)nn3c2C)cc1	33.0*	i	i	i	.	i	.	-15.4	i	.	i
Cc1ccc(NC(=O)CCCC(=O)OC(C)C(=O)c2ccccc2)cc1 (stereo not given)	-1.4	i	i	i	-6.4	i	i	-2.5	i	i	i
COc1ccccc1Nc1nc(NCCO)nc(N)c1[N+](=O)[O-]	6.6	i	i	i	.	i	i	-11.7	i	i	i
CC(C)S(=O)(=O)C1=NSC2=NC(=O)/C(=C\c3ccc(-c4ccccc4)o3)C(=N)N21	9.1	i	i	25*	46.7	i	i	-30.3	8*	i	i
O=C(Nc1ccc(C(=O)Oc2ccccc2)c(O)c1)c1ccccc1	5.1	i	-7.21*	i	4.3	i	i	-1.1	i	i	i
COc1ccccc1-n1cccc1C=O	-5.7	i	i	i	-1.1	i	i	-11.9	i	i	i
O=C(CCNC(=O)C1CCN(S(=O)(=O)c2ccccc2)CC1)NCCc1cccc(F)c1	-5.2	i	i	i	-3.9	i	i	-3.9	i	i	i
COc1ccccc1/C=C1/C(=O)N(c2cc(C)cc(C)c2)C(c2cccc([N+](=O)[O-])c2)S1(=O)=O (stereo not given)	-0.1	i	i	i	-5.8	i	i	-8.0	i	i	i
O=C(Nc1ccc(OC(=O)c2cccnc2)cc1)c1cccnc1	-1.1	i	i	i	9.3	i	i	-9.8	i	i	i
Cc1cc(C)n(C(=O)CNc2ccc(C)c(C)c2)n1	-0.8	i	i	i	3.3	i	i	-9.9	i	i	i
CCOC(=O)N1CCC(NC(=O)CSCc2nc(-c3cccc(OC)c3)oc2C)CC1	4.5	i	i	i	-2.0	i	i	-12.0	i	i	i
CCCCC12CN3CCN(CC(C3)/C1=N\NC(=O)Nc1ccccc1)C2	6.1	i	i	i	4.1	i	i	-14.2	i	i	i
O=C(C1=NN[C@@H]2C(=O)N(c3ccccc3C(F)(F)F)C(=O)[C@H]12)c1ccc2ccccc2n1	5.9	i	i	i	8.5	i	i	-8.9	i	i	i
O=C(NC1CCCCC1)NC1CCN(C(=S)NCc2ccco2)CC1	-1.1	i	i	i	-7.6	i	i	-2.3	i	i	i
COc1ccc(-c2cn[nH]c2-c2ccc(OC)cc2O)cc1	5.7	i	i	i	34.4	i	i	-8.6	i	i	i
CCc1ccc(C(=O)NNC(=O)C2CSC3(C)CCC(=O)N23)cc1 (stereo not given)	6.5	i	i	i	2.0	i	i	-15.4	i	i	i
O=C(O)Cn1c(=S)sc2ccccc21	8.9	i	i	i	0.0	i	i	-5.5	i	i	i
O=C(CN(C(=O)CNC(=O)c1ccco1)c1ccc2c(c1)OCCO2)NC1CCCCC1	-14.8	i	i	i	-6.0	i	i	-4.8	i	i	i
O=C(NCCS(=O)(=O)N1CCCCCC1)c1ccccc1	2.1	i	i	i	-3.8	i	i	-9.4	i	i	i
NCCSC1CC(=O)N(c2ccc(F)cc2)C1=O (stereo not given)	1.5	i	i	i	8.8	i	i	-5.9	i	i	i
O=C(NCCN1CCc2ccccc2C1)C1CCN(S(=O)(=O)N2CCCCC2)CC1	-4.7	i	i	i	-1.7	i	i	-4.4	i	i	i
CCOCCCNC(=O)C1CCN(C(=O)Nc2ccc(Cl)cc2)CC1	-7.1	i	i	i	-2.0	i	i	-11.4	i	i	i
Cc1cccc(CNC(=O)Cn2ccc3cc(S(=O)(=O)N4CCCCCC4)ccc32)c1	5.2	i	i	i	-4.6	i	i	-3.7	i	i	i
Cc1oc2c(C)c3oc(=O)c(CCC(=O)N4C[C@H]5C[C@@H](C4)c4cccc(=O)n4C5)c(C)c3cc2c1C	-6.6	i	i	i	2.9	i	i	-13.3	i	i	i
CCOc1ccc(-c2cc(C(=O)N3CCC(C)CC3)c3ccccc3n2)cc1	-31.0	i	i	i	-1.5	i	i	-6.9	i	i	i
COc1ccc(N(C(=O)COc2ccc(F)cc2)S(=O)(=O)c2ccc(C)cc2)cc1	2.6	i	i	i	2.3	i	i	-5.8	i	i	i
O=C(CCc1nc(-c2ccccc2)no1)NCc1ccco1	7.7	i	i	i	2.9	i	i	-3.1	i	i	i
CCOC(=O)C1CCN(C(=O)Cc2c(C(=O)O)[nH]c3ccccc23)CC1	2.8	i	i	i	-4.0	i	i	-5.6	i	i	i
CCCc1c(C)nc(N2CCN(c3ccc(F)cc3)CC2)[nH]c1=O	-3.6	i	i	i	.	i	i	-1.1	i	i	i
Cc1noc(N)c1C(=O)Nc1ccc(C(C)(C)C)cc1	0.7	i	i	i	0.4	i	i	-13.9	i	i	i
Cc1cc(C)cc(C(=O)NC(CC(N)=O)c2ccc(NC3CCCCCCCCCCC3)c([N+](=O)[O-])c2)c1 (stereo not given)	-3.1	i	i	i	-0.8	i	i	-8.6	i	i	i
Further entries.
SMILES	HDAC3 inhib	TRPC4 act	KCNK9 inh	TMEM16A inh	Dyrk1A ADPGlo	TRPC4 PAM	KCNK3 inh	hERG protect	KCNQ1 block	TMEM16A act	KCNQ1 act
Fc1ccccc1CNCCC(Cc1ccccc1)c1ccc2c(c1)OCO2 (stereo not given)	1.0	70*	i	i	10.5	i	i	-20.9	i	i	i
O=C(CSc1ncnc2scc(-c3ccccc3)c12)NCc1ccc2c(c1)OCO2	-1.2	i	-6.9*	i	3.2	i	i	-6.4	i	i	i
N/C(=N\OC(=O)Nc1ccc(Cl)cc1)c1ncc(C(F)(F)F)cc1Cl	5.3	i	i	i	10.3	i	i	-5.0	i	i	i
O=C(CCc1nnc(CCc2c[nH]c3ccccc23)o1)NC1CCC1	.	i	i	i	-3.7	i	i	-11.6	i	i	i
COc1ccc(NC(=O)CN(C)CC(=O)Nc2ccc3c(c2)CCC3)cc1	?	i	i	i	0.5	i	i	-7.9	i	i	i
CCN(CC)C(=O)COc1ccc2c(c1)C(=O)CC(C)(C)O2	-19.0	i	i	i	-6.1	i	i	-9.6	i	i	i
N#Cc1c(-n2cccc2C=O)sc2c1CCCC2	-2.9	i	i	i	2.5	i	i	-15.7	i	i	i
COc1cccc(/C=C/C(=O)c2ccc(NC3=NCCCS3)cc2)c1	3.5	i	i	i	-0.2	i	i	-8.9	i	i	i
